# FBPA coupling cs: qHTS Assay for Inhibitors of Fructose-1,6-bisphosphate Aldolase from Giardia Lamblia: Coupling assay counterscreen | coupling enzyme system counterscreen, AmpLite Red fluorescence | activity change, negative = inhibition, % at 58.2 µM, hits read low | actives 0.67% (n = 290,000) | AID 2472, 2010; in the data active = activity change below about -30%; note: % is set by controls: 0 for no effect and ±100 for the full control effect
#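 Coupling enzymes only (glyceraldehyde-3-phosphate) + compound, at 57.5 uM final, 10 min RT; add substrate/coupling/AmpLite Red mix, 20 min RT; fluorescence ex 525/em 598 nm. Actives flag coupling-system interference.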
# KCNH2 3.1 block: qHTS for Inhibitors of KCHN2 3.1: Mutant qHTS. AID 720553, 2013. activity change, % (tested at about 1.8 µM). U2OS KCNH2 3.1, thallium flux FluxOr; active compounds read low. Potassium voltage-gated channel subfamily H member 2, brain isoform KCNH2 3.1 (human). actives 0.95% (n = 340,000);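 active = maximum activity change below -70%; inconclusive = maximum activity change from -70% to -50%; inactive = maximum activity change above -50%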;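 note: thallium influx rate constant from kinetic fluorescence after stimulation buffer; % is set by controls: 0 for no effect and ±100 for the full control effect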
#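 Virally transduced U2OS (3.1 isoform, 4 h infection in dark at RT) → overnight 37 C → FluxOr + Red40 in HBSS/HEPES, 45 min → stimulation buffer, 2 min kinetic read → rate constant vs DMSO controls.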
# Giardia kill: Small Molecules that selectively kill Giardia lamblia: qHTS | Giardia lamblia trophozoite viability | activity change, % at 7.66 µM, hits read low | actives 0.15% (n = 340,000) | AID 540267, 2011; in the data active = activity change below about -80%; inconclusive = between about -30% and that limit;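 note: parasites exposed to compound for two days anaerobically before the ATP read; % is set by controls: 0 for no effect and ±100 for the full control effect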
#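 ATP-content bioluminescence gauges trophozoite survival. Cells (100/well) receive compound and incubate anaerobically for 48 hrs at 37 deg C; detection reagent follows for 15-30 min at room temperature.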
# ELG1 genotox: qHTS screen for small molecules that induce genotoxicity in human embryonic kidney (HEK293T) cells expressing luciferase-tagged ELG1; Potency, µM (titrated, usually from 46 µM), for inactives: at the highest dose activity change, positive = activation, hits mostly activators; actives 1.3% (n = 330,000); HEK293T ELG1-luciferase reporter, luminescence, 16 h; note: potency is the fitted concentration of half-maximal effect; % of control where 0% means no effect; nearly all actives have a fitted effect of over 60% in size
#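 Step 1: seed 2,000 HEK293T ELG1-luciferase cells per well. Step 2: add compound or DMSO, incubate 16 hr at 37 °C. Step 3: ONE-Glo, 30 min at room temperature, read luminescence.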
# FLuc modulator: qHTS profiling assay for firefly luciferase inhibitor/activator using purifed enzyme and Km concentrations of substrates (counterscreen for miR-21 project). Luciferin 4-monooxygenase (Photinus pyralis), P08659. purified FLuc, Km substrates, luminescence inhibition. Potency, µM (titrated, usually from 57.5 µM), for the others: top-dose activity change, negative = inhibition, usual class: inhibitors. actives 6.9% (n = 360,000). AID 588342, 2011;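 note: potency is the fitted concentration of half-maximal effect; plate controls were vehicle for no effect and reference inhibitor for full effect; nearly all actives have a fitted effect of over 55% in size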
# Target sequence (P08659 whole entry, looked up): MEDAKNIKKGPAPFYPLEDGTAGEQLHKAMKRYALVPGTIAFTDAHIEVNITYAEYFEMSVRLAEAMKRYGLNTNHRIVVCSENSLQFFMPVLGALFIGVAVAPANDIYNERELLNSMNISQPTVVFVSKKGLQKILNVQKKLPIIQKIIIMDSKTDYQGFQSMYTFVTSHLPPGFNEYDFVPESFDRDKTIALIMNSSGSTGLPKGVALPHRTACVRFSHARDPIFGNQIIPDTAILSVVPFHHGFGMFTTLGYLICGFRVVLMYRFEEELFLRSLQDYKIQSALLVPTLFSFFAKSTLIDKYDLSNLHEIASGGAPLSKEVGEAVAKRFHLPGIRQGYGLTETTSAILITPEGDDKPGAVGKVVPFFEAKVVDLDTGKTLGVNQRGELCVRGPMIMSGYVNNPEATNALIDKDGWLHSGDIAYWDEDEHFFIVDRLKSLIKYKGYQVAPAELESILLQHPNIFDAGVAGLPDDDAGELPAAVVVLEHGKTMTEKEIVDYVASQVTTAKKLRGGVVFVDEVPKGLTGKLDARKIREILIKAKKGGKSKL
#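 Purified P. pyralis luciferase (10nM final) with 10uM D-luciferin and 10uM ATP (Km levels) in 50mM Tris acetate pH 7.5, 10mM Mg acetate, 0.01% Tween-20, 0.05% BSA; qHTS 6-point titration, ~60 µM downward; luminescence read.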
# uPA surface inh: qHTS for Inhibitors of Cell Surface uPA Generation; cell surface uPA generation assay, qHTS; Potency, µM (series often up to 38.3 µM), for inactives: top-dose activity change, negative = inhibition, usual class: inhibitors; actives 0.31% (n = 330,000); active = well fitted inhibition curve with a large enough effect; inconclusive = small, poorly fitted or top-dose-only effect; inactive = no such curve, though single readings can be large or run the other way; tested in mouse RAW 264.7 cells; note: potency is the fitted concentration of half-maximal effect; % is set by controls: 0 for no effect and ±100 for the full control effect; nearly all actives have a fitted effect of over 55% in size
# VP16 counter: VP16 counterscreen qHTS for inhibitors of ROR gamma transcriptional activity. Drosophila S2 Gal4-VP16 UAS-luciferase, luminescence, 20 h. Potency, µM (top dose mostly 53.6 µM), inactives show at the highest dose activity, negative = inhibition, hits mostly inhibitors. actives 3.5% (n = 310,000);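 note: Gal4-VP16 expression switched on by copper sulfate through the metallothionein promoter; potency is the fitted concentration of half-maximal effect; % is set by controls: 0 for no effect and ±100 for the full control effect; nearly all actives have a fitted effect of over 50% in size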
# NPC1 prom act: qHTS Assay for NPC1 Promoter Activators. actives 2.4% (n = 320,000). Huh7 NPC1 promoter luciferase reporter, 24 h. Potency, µM (series often up to 9.22 µM), without a hit: at the highest dose activation, hits mostly activators;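 note: potency is the fitted concentration of half-maximal effect; % of control where 0% means no effect; nearly all actives have a fitted effect of over 60% in size; reporter is driven by a mutant NPC1 promoter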
#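 Compounds in DMSO were transferred onto Huh7 NPC1-luciferase reporter cells pre-incubated 2 h; after 24 h at 37 °C, Amplite reagent was dispensed and luminescence recorded 10 min later.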
# RORgamma inh: qHTS for inhibitors of ROR gamma transcriptional activity. Drosophila S2 Gal4-RORgamma UAS-luciferase reporter, 20 h. Potency, µM (series often up to 53.6 µM), without a hit: top-dose activity change, negative = inhibition, hits mostly inhibitors. actives 5.4% (n = 310,000); note: potency is the fitted concentration of half-maximal effect; % is set by controls: 0 for no effect and ±100 for the full control effect; nearly all actives have a fitted effect of over 60% in size
# Target sequence (P51450 whole entry, looked up, the tested form may be a part): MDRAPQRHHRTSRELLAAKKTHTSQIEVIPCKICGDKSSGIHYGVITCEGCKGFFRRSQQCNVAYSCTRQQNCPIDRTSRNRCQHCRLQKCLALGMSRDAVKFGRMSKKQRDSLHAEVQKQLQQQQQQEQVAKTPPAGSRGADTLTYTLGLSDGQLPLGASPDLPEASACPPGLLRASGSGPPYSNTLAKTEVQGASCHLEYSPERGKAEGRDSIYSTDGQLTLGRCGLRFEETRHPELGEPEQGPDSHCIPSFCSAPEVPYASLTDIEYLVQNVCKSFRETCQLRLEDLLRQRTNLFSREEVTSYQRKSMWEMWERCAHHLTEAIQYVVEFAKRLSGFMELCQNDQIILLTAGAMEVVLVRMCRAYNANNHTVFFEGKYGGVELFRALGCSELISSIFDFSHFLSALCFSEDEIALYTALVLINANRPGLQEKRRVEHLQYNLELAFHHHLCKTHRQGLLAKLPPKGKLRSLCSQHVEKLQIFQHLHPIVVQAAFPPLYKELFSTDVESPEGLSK
#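 Drosophila S2 cells stably expressing Gal4-DBD/mouse RORγ fusion under metallothionein promoter plus UAS-luciferase; compound 1 h, then 700 uM CuSO4 induction for 20 h at ambient temperature; inhibition read as reduced luminescence.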
# Tb PFK inh: qHTS Assay to Find Inhibitors of T. brucei phosphofructokinase; T. brucei PFK, ADP-Glo luminescence; ATP-dependent 6-phosphofructokinase (Trypanosoma brucei brucei), O15648; actives 0.17% (n = 330,000); AID 485367, 2010; Potency, µM (doses to about 57.5 µM), for inactives: at the top dose activity, negative = inhibition, actives largely listed as inhibitors;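 note: potency is the fitted concentration of half-maximal effect; 0% = uninhibited 1x PFK enzyme wells and -100% = no-enzyme wells; nearly all actives have a fitted effect of over 60% in size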
#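 In TEA buffer at pH 8.0 with 5 mM MgCl2, enzyme (1.25 nM) converted F6P (0.5 mM) and ATP (0.1 mM) for 45 min at room temperature. ADP product was read by luciferase luminescence.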
# Rab9 promoter act: qHTS Assay for Rab9 Promoter Activators; actives 2.8% (n = 320,000); Huh7 Rab9 promoter-luciferase reporter, luminescence, 24 h; Potency, µM (highest dose often 9.22 µM), for inactives: top-dose activation, negative = inhibition, most hits filed as activators; note: potency is the fitted concentration of half-maximal effect; % of control where 0% means no effect; nearly all actives have a fitted effect of over 60% in size
#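 Luminescence from Amplite-detected luciferase (10 minutes, ambient) reports Rab9 promoter activation. Before that, stable Rab9-luciferase Huh7 cells (1500/well, reduced-serum OP-MEM I plus 10% FBS) were exposed to compound for 24 hours at 37C.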
# * = called active by the depositor; ? = inconclusive; / = not tested or not shown; [ ] = another dose, or the depositor's remark. Unless noted, calls come from the whole dose curve; as a rule, active = well fitted curve in the direction sought with a large enough effect; inconclusive = small, poorly fitted or top-dose-only effect, or another doubt; inactive = no such curve, though single readings can be large; an effect the other way counts as inactive or inconclusive.
Molecule	FBPA coupling cs	KCNH2 3.1 block	Giardia kill	ELG1 genotox	FLuc modulator	uPA surface inh	VP16 counter	NPC1 prom act	RORgamma inh	Tb PFK inh	Rab9 promoter act
S=c1[nH]nc([C@@H]2C[C@H]2c2ccccc2)n1-c1ccccc1	2.2	-4.2	-20.8	-2.1%	-4.0%	0.0%	3.98µM*	-3.0%	2.82µM*	-4.6%	3.4%
Cc1c(NC(=O)c2cccc(NC(=O)c3ccco3)c2)cccc1C(=O)O	3.5	-6.7	-6.9	-0.3%	19µM*	5.3%	-2.4%	-2.6%	?	7.0%	2.7%
COc1ccccc1NC(=O)Nc1nc(CC(=O)Nc2ccc(N(C)C)cc2)cs1	/	3.4	8.6	?	21.3µM*	-0.8%	/	0.5%	/	-3.3%	-2.0%
COCCNC(=O)C(=O)NCC1OCCCN1S(=O)(=O)c1cccs1 (stereo not given)	11.1	8.2	13.3	2.4%	0.8%	-1.5%	-0.5%	3.8%	12.5%	-0.6%	-3.0%
COc1ccc(-c2cc(C(=O)N3CCN(c4ccc(F)cc4)CC3)no2)cc1	0.2	-8.2	16.6	-14.8%	?	11.7%	6.0%	1.8%	4.5%	0.6%	-6.5%
O=C(CSc1cccc[n+]1[O-])Nc1ccc(Cl)cc1F	/	6.9	-2.4	4.1%	/	4.6%	/	/	/	-2.3%	/
Cc1nc(-c2cc(C#N)c(Sc3cccc(C(F)(F)F)c3)nc2C)cs1	-0.5	11.1	-25.6	-2.7%	-3.9%	16.0%	3.3%	-4.7%	1.9%	-0.4%	-7.6%
COc1ccc(NC(=S)NCCC2=CCCCC2)cc1OC	1.4	-2.1	7.1	3.4%	-0.8%	1.0%	12.6µM*	3.2%	2.51µM*	-2.7%	1.2%
O=C(CCNS(=O)(=O)c1cccc2nonc12)NC1CCCCC1	2.2	7.0	6.9	0.8%	-0.5%	2.4%	-13.4%	-1.2%	-3.0%	2.1%	-16.5%
OCCNc1ncnc2c1c(-c1ccccc1)c(-c1ccccc1)n2Cc1ccco1	6.8	3.1	-1.9	-3.1%	0.0%	4.1%	16.2%	-0.1%	-32.3%	-1.3%	2.3%
O=C(NCc1ccccc1)C1CC2CCCC(C1)C2=O (stereo not given)	6.3	11.3	6.5	-2.9%	4.1%[2.3 µM]	1.7%	?	1.6%	25.0%	14.2%	1.2%
O=C(Nc1ccc(S(=O)(=O)Nc2ncccn2)cc1)C12CC3CC(CC(Cl)(C3)C1)C2	/	-6.8	15.4	-1.1%	/	-1.3%	/	/	/	6.6%	/
CSCCC(NC(=O)c1ccccc1Cl)C(=O)NNC(=O)c1ccncc1 (stereo not given)	/	1.6	6.9	2.1%	?	-9.3%	/	1.3%	/	4.3%	-2.3%
Cc1ccc(N=C2CCCN2Cc2ccccc2)c(C#N)c1	0.3	-1.3	16.7	-1.4%	23.9µM*	3.7%	-7.9%	3.4%	-4.0%	0.4%	13.0%
O=c1oc2cc(Oc3c([N+](=O)[O-])cc(C(F)(F)F)cc3[N+](=O)[O-])ccc2c2c1CCCC2	2.6	5.5	4.6	-6.0%	-0.7%	1.9%	6.3%	0.7%	8.2%	-13.1%	1.4%
Cc1cc(=O)oc2c1ccc1ccccc12	-0.5	-5.4	-16.5	-0.1%	-13.5%	-10.2%	-2.4%	-1.6%	2.0%	5.6%	0.6%[1.84 µM]
COc1cc(/C=N/NC(=O)c2cc3ccccc3cc2O)ccc1OCCN1CCCCC1	-10.7	-11.0	-23.6	1.9%	?	-1.2%	?	1.7%	?	0.2%	-0.1%
CCOc1cccc(NC(=O)CC#N)c1	-0.6	-0.1	-4.6	-2.8%	3.0%	-6.0%	-1.4%	0.5%	14.2%	-11.0%	-2.8%
O=C(Nc1ccc2ccccc2c1)c1cccnc1	-0.1	-13.4	-1.7	?	9.53µM*	2.2%	-0.7%	3.98µM*	-0.3%	-1.5%	1.41µM*
O=C1CSC2=NCN(c3ccc4c(c3)OCO4)CN12	-0.7	1.7	2.4	?	?	-3.1%	-13.1%	9.7%	4.8%	-0.8%	1.6%
CSCCC(NC(=O)c1ccccc1Br)C(=O)N1CCCC(C(F)(F)F)C1 (stereo not given)	/	2.5	-5.1	-0.1%	0.4%	5.5%	-0.3%	-4.0%	-27.9%	-0.7%	-1.7%
CC(OC(=O)C1=COCCO1)C(=O)Nc1cccc(S(=O)(=O)N2CCOCC2)c1 (stereo not given)	1.0	3.8	-3.5	-2.9%	0.6%	0.0%	-3.9%	-3.1%	-6.6%	-0.8%	-6.5%
CCn1c(C)nc2cc(C(=O)NNC(=S)Nc3ccc(OC)cc3)ccc21	0.6	8.3	-1.4	6.1%	?	-10.5%	?	-0.1%	-37.4%	6.1%	18.5%
CSc1ccc(-c2sc(Nc3ccccc3)n[n+]2-c2ccc(F)cc2)cc1	7.8	-33.6	-13.6	4.1%	-1.8%	-7.9%	-7.4%	0.6%	?	-2.4%	-0.7%
CCOc1ccc(NC(=O)N(C2CCCCC2)C(C)c2cccnc2)cc1 (stereo not given)	-3.7	-1.8	-2.3	3.8%	-6.6%	-8.9%	1.9%	-0.4%	-12.8%	0.2%	-5.1%
N=C1C(c2nc3ccccc3s2)=C(O)CN1NC(=O)c1c[nH]c2ccccc12	2.2	-5.4	-19.0	?	-2.4%	7.0%	2.0%	-2.6%	5.1%	-5.6%	-2.1%
COc1ccc(O)c(/C=N/n2c(-c3ccco3)csc2=Nc2cccnc2)c1	-5.2	0.2	6.3	2.4%	-1.5%	4.0%	-26.4%	-1.5%	-19.7%	4.5%	2.3%
CC(=O)Nc1ccc(C(=O)OCc2ccccc2Br)cc1	6.7	18.7	0.1	15.1%	?	-1.0%	-7.6%	6.7%	-1.4%	-0.7%	?
Cc1cc(C)c(NC(=O)CN2CCN(c3ccccn3)CC2)c(C)c1	5.5	-0.9	-1.2	5.1%	-7.1%	0.6%	-3.7%	-1.1%	-9.8%	1.9%	-0.4%
O=C1Nc2ccccc2/C1=N/N=C/c1cccc(O)c1	1.3	-9.0	2.4	3.0%	?	1.8%	-24.3%	13.9%	13.5%	0.0%	0.8%
Nn1c(SCc2nc3ccccn3c2Br)nnc1-c1cccnc1	0.6	11.4	-6.9	0.8%	6.6%	4.7%	-7.1%	0.1%	19.5%	3.9%	-0.4%
CC(=O)NCCNC(=O)CNC(=O)c1ccc(Cl)cc1	0.6	-7.1	-9.3	-0.5%	-18.4%	-0.4%	4.9%	-1.9%	-2.9%	0.0%	-3.2%
c1ccc(-c2cn3c(n2)CCc2ccc4cccnc4c2-3)cc1	-18.5	-4.1	-2.0	-1.9%	10.7µM*	-13.8%	7.94µM*	0.1%	3.55µM*	0.2%	2.6%
CSc1nsc(SCC(=O)Nc2nc3ccccc3s2)n1	1.4	1.9	2.7	9.3%	?	3.8%	16.0%	10.3%	4.6%	-18.3%	5.7%
CC(=O)c1cccc(CN2CCN(C3CCCCC3)C(CCO)C2)c1 (stereo not given)	3.9	2.6	5.5	-6.0%	-0.1%	5.4%	3.3%	4.0%	-8.3%	-7.6%	-4.6%
O=C(NCc1ccc2c(c1)OCO2)c1cnc2n(c1=O)CCS2	1.2	-6.8	?	-1.3%	-1.1%	12.5%	12.5%	3.3%	15.0%	-1.7%	-5.7%
OCc1ccnc(Cl)c1	-0.8	14.4	16.7	0.0%	3.1%	5.4%	-0.3%	-1.3%	-16.9%	-0.5%	-0.6%
O=c1cc(CSc2nnc(-c3cccnc3)n2-c2ccccc2F)nc2sccn12	/	-0.8	3.8	0.4%	-1.0%	8.9%	-4.0%	-2.9%	0.1%	-5.4%	-9.3%
Cc1ccc(S(=O)(=O)c2nc(-c3ccccc3)oc2N2CCC(C(N)=O)CC2)cc1	2.3	-6.4	15.9	12.1%	0.5%	3.0%	0.2%	-1.5%	-4.7%	2.4%	-0.4%
CC(=O)C(C)n1c(CN2CCN(C(=O)c3ccco3)CC2)nc2c1c(=O)n(C)c(=O)n2C (stereo not given)	1.9	-4.1	2.6	8.3%	3.1%	1.4%	-4.3%	-0.2%	-19.9%	1.2%	4.0%

# Screening results as filed in PubChem.
